TrxR1 substrate = rat thioredoxin reductase 1 substrate activity. purified TrxR1 substrate turnover, NADPH consumption readout. AID 588456. O89049. hit rate 0.01% among 390,000. Potency, µM (titrated, usually from 114 µM), for the others: at the highest dose activity change, negative = substrate turnover; also: potency is read from the fitted curve at half-maximal effect; % is scaled to controls: 0 for no effect and ±100 for the full control effect; nearly all actives have a fitted effect of over 50% in size
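Rat TrxR1, dispensed at 90 nM, was prereduced with 400 uM NADPH (final) for 5 min at ~22 deg C, then incubated with compound 15 min before 400 uM selenite. A first-read NADPH fluorescence drop versus no-compound background flagged substrates.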
LDHA inh = LDHA (human) enzyme inhibition; activity change, % (values are at about 110 or 230 µM); AID 1347041; purified LDHA, NADH/diaphorase-resazurin fluorescence; stronger effect = lower value; hit rate 0.15% among 480,000; P00338; in the data active = activity change below about -30%; inconclusive = mostly about -25% to -30%;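 also: plate controls were DMSO wells for no effect and wells without enzyme for full effect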
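LDH5 2 nM; NADH 0.06 mM, pyruvate 0.2 mM; 200 mM Tris pH 7.4, EDTA, Tween-20; 5 min RT. Detection: diaphorase 0.133 mg/mL + resazurin 37 µM, fluorescence ex540/em590 at 0 and 20 min; normalized to enzyme-free and DMSO wells.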
rTrxR1 inhibitor = rat TrxR1 inhibition | Potency, µM (doses to about 114 µM), for the others: top-dose activity change, negative = inhibition, hits mostly inhibitors | recombinant rTrxR1, NADPH fluorescence consumption, selenite substrate | hit rate 1% among 390,000 | O89049; also: potency is read from the fitted curve at half-maximal effect; % is scaled to controls: 0 for no effect and ±100 for the full control effect; nearly all actives have a fitted effect of over 65% in size
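Rat TrxR1 (90 nM in the dispensed reagent) was pre-reduced with 400 uM NADPH for 5 min at room temperature, then incubated with compound for 15 min. After 400 uM selenite was added, NADPH fluorescence (Ex 340/Em 450 nm) was followed for 8 min.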
Vif-A3F inh = Vif-A3F binding inhibition. AID 602313. hit rate 0.2% among 390,000. HeLa A3F-eYFP + Vif (tagged APOBEC3F with the HIV-1 protein that degrades it), YFP fluorescence increase. Potency, µM (doses to about 46.1 µM), inactives show at the highest dose activity, negative = active; also: potency is read from the fitted curve at half-maximal effect; % of control where 0% means no effect; nearly all actives have a fitted effect of over 65% in size
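HeLa cells stably expressing A3F-eYFP plus Vif, plated and incubated overnight at 37 deg C, then exposed to compounds overnight at 37 deg C. Blocked degradation read as raised yellow fluorescence (Ex 488/Em 500-530).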
mIDH1 inhibitor = human IDH1 R132H inhibition; O75874; IDH1-R132H enzyme, NADPH consumption, diaphorase/resazurin fluorescence; Potency, µM (top dose mostly 76.6 µM), inactives show top-dose activity change, negative = inhibition, most hits filed as inhibitors; hit rate 0.093% among 390,000; AID 602179; also: potency is read from the fitted curve at half-maximal effect; % is scaled to controls: 0 for no effect and ±100 for the full control effect; nearly all actives have a fitted effect of over 65% in size
Target sequence (O75874 whole entry R132H, stated change not applied): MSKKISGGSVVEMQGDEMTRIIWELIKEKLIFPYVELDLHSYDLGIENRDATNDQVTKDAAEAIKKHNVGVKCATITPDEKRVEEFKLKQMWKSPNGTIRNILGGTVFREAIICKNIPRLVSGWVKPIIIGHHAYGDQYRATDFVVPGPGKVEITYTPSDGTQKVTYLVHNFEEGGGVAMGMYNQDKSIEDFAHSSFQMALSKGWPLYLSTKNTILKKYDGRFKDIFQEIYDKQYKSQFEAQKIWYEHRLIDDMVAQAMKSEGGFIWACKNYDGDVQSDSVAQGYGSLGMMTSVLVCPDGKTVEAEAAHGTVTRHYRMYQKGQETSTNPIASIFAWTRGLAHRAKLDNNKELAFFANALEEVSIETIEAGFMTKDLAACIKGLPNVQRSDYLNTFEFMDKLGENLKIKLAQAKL
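IDH1-R132H (0.5 ug/mL) preincubated 30 min with compound, then NADPH (0.016 mM) and alpha-KG (2 mM) added; 80 min at RT, pH 7.5. Remaining NADPH coupled via diaphorase/resazurin to fluorescence (540/590 nm); concentration-response curves normalized to no-enzyme control.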
USP1 inh = blocks the human USP1/UAF1 deubiquitinase complex | recombinant USP1/UAF1, Ub-Rhodamine cleavage fluorescence | Potency, µM (highest dose often 57.1 µM), without a hit: at the highest dose activity change, negative = inhibition, most hits filed as inhibitors | hit rate 0.23% among 390,000 | AID 743255; also: potency is read from the fitted curve at half-maximal effect; % is scaled to controls: 0 for no effect and ±100 for the full control effect; nearly all actives have a fitted effect of over 60% in size; inactives centre near -12
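1 nM enzyme complex + cpd, 15 min RT; start with Ub-Rho 150nM final; kinetic fluorescence ex 480/em 540, 6 reads q60 s. Buffer 50mM HEPES pH 7.8, 0.5mM EDTA, 0.1 mg/ml BSA, 1mM TCEP, 0.01% Tween-20.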
Vif-A3G inh = blocks the Vif interaction with human APOBEC3G. Potency, µM (highest dose often 46.1 µM), for inactives: at the highest dose activity, negative = active, most hits filed as inhibitors. AID 602310. HeLa A3G-eYFP + Vif (tagged APOBEC3G with the HIV-1 protein that degrades it), YFP fluorescence, overnight. hit rate 0.076% among 410,000. Q9HC16;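 also: potency is read from the fitted curve at half-maximal effect; % is scaled to controls: 0 for no effect and ±100 for the full control effect; nearly all actives have a fitted effect of over 60% in size; hits raise eYFP signal because A3G escapes Vif-driven loss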
Target sequence (Q9HC16 whole entry, looked up): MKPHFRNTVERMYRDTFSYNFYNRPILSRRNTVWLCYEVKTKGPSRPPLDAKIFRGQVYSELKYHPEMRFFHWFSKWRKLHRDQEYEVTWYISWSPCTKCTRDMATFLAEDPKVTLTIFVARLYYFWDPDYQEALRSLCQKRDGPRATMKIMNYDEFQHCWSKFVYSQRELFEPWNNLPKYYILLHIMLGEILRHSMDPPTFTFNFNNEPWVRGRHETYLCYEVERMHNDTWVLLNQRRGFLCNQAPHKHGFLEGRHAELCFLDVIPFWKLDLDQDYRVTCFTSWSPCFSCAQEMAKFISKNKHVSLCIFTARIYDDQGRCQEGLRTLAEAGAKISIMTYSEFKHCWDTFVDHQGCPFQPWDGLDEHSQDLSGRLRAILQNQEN
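HeLa cells stably expressing Vif and C-terminally eYFP-tagged A3G, seeded overnight at 37 deg C, then exposed to compound by pintool overnight at 37 deg C. Rise in yellow fluorescence (Ex 488/Em 500-530, Acumen) marks blocked Vif-driven A3G degradation.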
GRP78 ERSR act = induces the endoplasmic reticulum stress response in human glioma cells; hit rate 0.02% among 420,000; U87-MG GRP78 promoter luciferase reporter, 16 h; Potency, µM, inactives show at the top dose activation, hits mostly activators; also: potency is read from the fitted curve at half-maximal effect; series mostly up to about 76 µM; % of control where 0% means no effect; nearly all actives have a fitted effect of over 35% in size
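ERSR induction read as luciferase luminescence (Bright-Glo, 10 min at room temperature) in stably transfected human U87-MG glioma cells exposed to compounds for 16 h, using GRP78 as sensor.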
RGS4 inh = blocks human RGS4-accelerated GTP hydrolysis. Transcreener GDP fluorescence polarization, RGS4-accelerated GTP hydrolysis. Potency, µM (titrated, usually from 114 µM), for inactives: top-dose activity change, negative = inhibition, hits mostly inhibitors. hit rate 0.039% among 390,000; also: potency is read from the fitted curve at half-maximal effect; % is scaled to controls: 0 for no effect and ±100 for the full control effect; nearly all actives have a fitted effect of over 75% in size; some results filed as inactive show a strong effect at the top dose
Target sequence (P49798 whole entry, looked up): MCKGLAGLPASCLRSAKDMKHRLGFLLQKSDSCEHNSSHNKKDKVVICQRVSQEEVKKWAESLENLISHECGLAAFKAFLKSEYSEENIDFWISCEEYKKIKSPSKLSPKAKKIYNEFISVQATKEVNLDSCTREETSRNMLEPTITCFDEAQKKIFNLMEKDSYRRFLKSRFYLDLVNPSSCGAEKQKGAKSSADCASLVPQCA
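MLSMR compounds (23 nl, pin-transferred) preincubated 10 min at room temperature with a 500nM (2x) first reagent, then RGS4 at 900nM (2x) plus Transcreener GDP mix added; fluorescence polarization (620/688 nm) read before and after 90 min at 30 °C.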
Active calls of the source: *; ? = inconclusive; / = no result given; & = joins results of further samples; [ ] = remark or other dose. Unless noted, calls follow the shape of the dose curve; as a rule, active = well fitted curve in the direction sought with a large enough effect; inconclusive = small, poorly fitted or top-dose-only effect, or another doubt; inactive = no such curve, though single readings can be large; an effect the other way counts as inactive or inconclusive. The list is partial. The share of hits here may be higher or lower than overall.

Molecule	TrxR1 substrate	LDHA inh	rTrxR1 inhibitor	Vif-A3F inh	mIDH1 inhibitor	USP1 inh	Vif-A3G inh	GRP78 ERSR act	RGS4 inh
COc1cccc(/C=N/NC(=O)c2nnn(-c3nonc3N)c2-c2cccs2)c1	-7%	-6	6%	-8%	20%	-12%	1%	-4%	32%
CC(=O)c1cc(CN2CCC(n3nccc3NC(=O)c3ccccc3)CC2)cs1	-6%	1	9%	7%	1%	-11%	-5%	-1%	-2%
S=C(NNC(=S)NC1CC2CCC1C2)NC1CC2C=CC1C2 (stereo not drawn)	-8%[57.1 µM]	-5	-2%[57.1 µM]	2%	6%	-9%	0%	4%	-46%
COc1ccc(OCC(=O)OCCNC(=O)c2cccnc2)cc1	-10%	0	-10%	7%	0%	0%	1%	-6%	5%
Cc1cccc(OCC(O)CN2CCc3ccccc3C2)c1 (stereo not drawn)	3%	-8	24%	-8%	3%	-6%	0%	-7%	10%
CN(C(=O)COC(=O)c1cncc(Br)c1)C1CCCCC1	1%[57.1 µM]	-2&-2	-1%[57.1 µM]	-28%	-6%	-1%	-5%	2%	32%
CCOC(=O)Cc1csc(NC(=O)C(C)Oc2ccc3c(C)cc(=O)oc3c2)n1 (stereo not drawn)	16%	-7	29%	-6%	-8%	-10%	-1%	1%	14%
CNS(=O)(=O)c1cccc(C(=O)OCC(=O)N(CCC#N)c2ccccc2)c1	13%[57.1 µM]	-9	21%[57.1 µM]	-9%	2%	-13%	-2%	-5%	15%
COC(=O)CCCNC(=O)c1ccc2[nH]c(C)c(C)c2c1	6%[57.1 µM]	-2	2%[57.1 µM]	-9%	3%	-27%	0%	4%	33%
CCn1c(-c2ccc(Cl)cc2)n[nH]c1=S	0%	-12	-23%	0%	3%	-12%	-15%	-5%	-9%
O=C(NCc1ccc(CNC(=O)c2ccco2)cc1)c1ccco1	-3%	1	-12%	3%	-2%	-24%	-1%	-2%	18%
CN(C(=O)c1ccc(NC(=O)Cc2cccc(NC(=O)C3CCN(C(=O)C4CCCC4)CC3)c2)cc1)C1CCCC1	1%	0	14%	5%	-11%	-22%	3%	-3%	-3%
O=C(N/N=C/c1ccc2c(c1)OCO2)C(=O)N1CCCC1	0%[57.1 µM]	-3	8%[57.1 µM]	-14%	-7%	-24%	0%	-2%	-2%
O=C(CNC(=O)c1ccccc1Br)Nc1cccc(S(=O)(=O)Nc2ccccc2Cl)c1	6%	-3	38%[activator]	-9%	-3%	-26%	2%	0%	14%
CC(C)(C)Nc1nc(SCc2ccccc2)nc(N2CCOCC2)n1	2%	-3	31%	16%	0%	-21%	-1%	-4%	-21%
COc1ccc(N(C(=O)c2ccc(F)cc2)C2=CC3CCC(C2)N3C)cc1 (stereo not drawn)	7%	-6	10%	0%	6%	3%	-2%	-5%	12%
COc1ccccc1CCC(=O)OCC(=O)Nc1c(Br)cc(C)cc1Br	-5%[57.1 µM]	-5	-5%[57.1 µM]	5%	0%	-11%	1%	0%	-7%
COc1ccccc1N1CCN(C(=O)c2cc3sccc3n2C)CC1	-7%	3	11%	-8%	6%	-10%	-18%	-1%	27%
CCCOc1ccc(C(=O)N(Cc2ccccc2Cl)C2CCS(=O)(=O)C2)cc1 (stereo not drawn)	3%	17	14%	0%	10%	-6%	-1%	-2%	2%
O=C(Nc1ccc(F)cc1)C1CCCCC1	8%	-3	13%	2%	3%	-12%	1%	0%	-20%
CCN(C(=O)Cn1nc(Cc2cccnc2)c2ccccc2c1=O)c1ccccc1F	0%	-7	3%	-2%	-21%	-2%	-4%	-3%	11%
O=C(COC(=O)c1ccc([N+](=O)[O-])cc1)Nc1ccccc1C(=O)NC1CC1	0%	-6	5%	-1%	1%	?	1%	-5%	14%
N/C(Cc1ccc([N+](=O)[O-])cc1)=N\OC(=O)c1ccc(Br)cc1	-1%	-3	2%	?	4%	-18%	-5%	2%	4%
COCCN(CC(=O)Nc1cccc(C)c1C)C(=O)c1ccc2c(c1)OCO2	-3%	-1	-5%	1%	11%	-13%	0%	2%	-28%
COc1ccc(Nc2ncc(C(=O)Nc3cccc(Cl)c3)c3ccccc23)cc1	7%	-2	20%	1%	-1%	-32%	-3%	5%	-2%
Cc1ccc(NC(=O)COC(=O)Cn2cnc3c2c(=O)n(C)c(=O)n3C)cc1F	-9%	-1	-12%	3%	4%	-5%	1%	-5%	9%
Cc1cc(OCC(=O)N2CCN(c3ccccn3)CC2)cc(C)c1Br	-8%	-2	-11%	-19%	7%	-10%	0%	1%	23%
C[C@H]1CN([C@@H](C)CO)C(=O)CCCn2nncc2CO[C@@H]1CN(C)C(=O)c1ccc2ccn(C)c2c1	/	-3	/	-3%	-5%	-15%	-4%	-2%	/
CCCCC1CCC(C(=O)OCC(=O)N(CCOC)c2c(N)n(Cc3ccccc3)c(=O)[nH]c2=O)CC1 (stereo not drawn)	-3%	-5	9%	11%	8%	-14%	-1%	-3%	-21%
Cc1ccc(/C=N/Nc2nc(C(C)(C)C)cs2)o1	-9%	1	?	1%	-2%	-14%	-9%	1%	?
Cc1cccnc1NC(=S)NC(=O)c1cccs1	3%	-2	-23%	-9%	-1%	-10%	4%	7%	1%
Cc1cc(N2CCN(c3cccc(C)c3C)CC2)n2nc(C)c(-c3ccc(Cl)cc3)c2n1	19%	-2	-9%	4%	5%	-6%	-1%	-2%	13%
CN(C)c1ccc(-c2cccc(C3CC=CC4C3C(=O)N(Cc3ccccc3)C4c3ccc(C(F)(F)F)cc3)c2)cc1 (stereo not drawn)	16%[57.1 µM]	1	13%&18%	-5%	-9%	-10%	1%&1%	-2%&1%	-16%&-5%
COc1ccccc1NC(=O)c1ccc(NC(=O)CNC(=O)c2ccc(OC)c(OC)c2)cc1	4%	-1	1%	-37%	-10%	-23%	0%	-3%	-7%
CCc1ccc(C(=O)NNc2cc(Cl)cc(Cl)c2)cc1	1%	-1	26%	20%	0%	-15%	-17%	0%	-14%
O=C(CCC1CCCN(C2C3CC4CC(C3)CC2C4)C1)NCc1ccc(F)c(F)c1 (stereo not drawn)	-1%	-1	17%	18%	4%	-14%	0%	0%	-6%
O=C(CCN1C(=O)/C(=C/c2cccs2)SC1=S)Nc1ccc(O)cc1	2%	-10	15%	?	1%	?	?	-5%	-24%
Cc1nn2c3c(cnc2c1-c1ccccc1)C(=O)CCC3	1%	-3	8%	-4%	1%	-22%	-1%	-2%	-10%
CCOc1c(Cl)cc(C(=O)NCCN2CCCCC2)cc1Cl	5%	-2	17%	1%	-1%	-10%	-7%	-6%	-29%
CCOc1ccc(Br)cc1CNCc1cccnc1	15%	-4	33%[activator]	-3%	5%	-3%	-1%	-5%	18%
O=C1/C(=C\c2ccsc2)NC(=S)N1c1ccccc1	-8%	-4	?	-10%	0%	-3%	1%	3%	-39%
COc1ccc(S(=O)(=O)N(CCc2ccccc2)CC(=O)Nc2cccc(OC)c2)cc1	6%	4	7%	-9%	6%	-19%	6%	0%	-18%
COc1ccc(CNC(=O)CN2C(=O)NC(c3ccccc3)(c3ccccc3)C2=O)cc1	-14%	-8	-6%	0%	3%	-1%	0%	-2%	14%
O=C(COC(=O)C12CC3CC(CC(C3)C1)C2)NNC(=O)c1ccccc1	-14%	-6	-19%	1%	7%	-12%	0%	0%	-13%
Cc1ccc(N2C(=O)[C@@H]3[C@H](C2=O)C2CCCN2[C@@H]3C(=O)c2ccccc2)cc1 (stereo partly drawn)	0%[57.1 µM]	2	-25%[57.1 µM]	-11%	-4%	-19%	?	-11%	?
COC(=O)/C=C1/SC(=Nc2ccc(C)cc2C)NC1=O	5%[57.1 µM]	-4	-1%[57.1 µM]	0%	5%	-16%	-22%	-3%	-39%
COc1ccccc1N1CCN(C(=O)/C=C/c2ccco2)CC1	-7%	-4	40µM*	1%	5%	-21%	-2%	1%	-14%
Cc1cccc(NC(=O)c2ccccc2NC(=O)C2CCCCC2)c1C	7%	-7	28%	11%	-3%	7%	1%	-4%	2%
CCC(=O)Nc1ccc(-c2csc(NNC(C)=O)n2)cc1	7%[57.1 µM]	1	0%[57.1 µM]	1%	12%	-23%	-3%	1%	14%
CN(C(=O)c1ccc(NC(=O)Cc2ccc(NC(=O)C3CCCN(C(=O)C4CC4)C3)cc2)cc1)C1CC1 (stereo not drawn)	-5%[57.1 µM]	-1	9%[57.1 µM]	-5%	6%	-5%	-6%	-2%	-20%

Screening data deposited in PubChem BioAssay by National Center for Advancing Translational Sciences (NCATS).
